Assay outcomes as filed in PubChem.
RAD54 inh = inhibitors of human RAD54 branch migration | Q92698 | RAD54 Holliday junction branch migration, FAM/BHQ fluorescence | inhibition, % at 10.4 µM | 360,000 compounds, 0.14% hits;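 active = mean normalized replicate activity at least 40 and at least half of replicates scoring 40 or more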;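 also: 0% = median of neutral control wells and 100% = median of positive control wells; inhibitors cause a drop in the FAM fluorescence signal; in these data hits start at about 50%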
CASP6 VEID inh = inhibitors of human caspase-6. 350,000 compounds, 0.53% hits. inhibition, % at 12.5 µM. purified caspase-6, Z-VEID-R110 cleavage fluorescence. P55212;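 active = mean inhibition across replicates at least about 35%, with every replicate also reaching that limit, limit read from the data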;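 also: 0% = median of neutral control wells and 100% = no fluorescence left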
Target sequence (P55212 24-179 limits assumed): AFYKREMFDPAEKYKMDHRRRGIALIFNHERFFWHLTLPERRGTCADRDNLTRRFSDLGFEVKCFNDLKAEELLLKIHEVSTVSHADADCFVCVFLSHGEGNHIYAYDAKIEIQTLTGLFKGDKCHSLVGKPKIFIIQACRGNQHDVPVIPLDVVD
Target sequence (P55212 194-293 limits assumed): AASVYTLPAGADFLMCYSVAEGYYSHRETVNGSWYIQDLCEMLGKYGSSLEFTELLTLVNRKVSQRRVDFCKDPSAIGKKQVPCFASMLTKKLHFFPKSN
ERp5 inh = inhibitors of human ERp5. Q15084. ERp5 insulin aggregation, absorbance 650 nm, 90 min. inhibition, % at 9.99 µM. 350,000 compounds, 0.05% hits. AID 651711;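 active = mean replicate inhibition above about 25%, with every replicate also reaching it, limit read from the data, passing the limit was not always enough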
Target sequence (Q15084 whole entry, looked up): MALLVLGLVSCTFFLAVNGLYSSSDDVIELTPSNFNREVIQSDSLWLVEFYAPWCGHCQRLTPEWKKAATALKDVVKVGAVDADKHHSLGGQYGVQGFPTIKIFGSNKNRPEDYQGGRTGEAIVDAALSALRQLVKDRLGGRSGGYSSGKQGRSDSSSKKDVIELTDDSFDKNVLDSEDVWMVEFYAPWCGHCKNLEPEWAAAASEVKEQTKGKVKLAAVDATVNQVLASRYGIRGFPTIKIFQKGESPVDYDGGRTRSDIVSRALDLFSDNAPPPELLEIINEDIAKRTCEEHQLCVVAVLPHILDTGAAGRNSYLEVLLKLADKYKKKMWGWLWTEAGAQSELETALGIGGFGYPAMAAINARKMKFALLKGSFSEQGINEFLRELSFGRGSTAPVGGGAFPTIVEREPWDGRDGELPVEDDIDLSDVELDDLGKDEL
PglD inh = blocks C. jejuni PglD acetyltransferase activity; 360,000 compounds, 0.098% hits; AID 602405; inhibition, % at 12.5 µM; purified PglD enzyme, DTNB colorimetric CoA detection; in the data active = inhibition above about 16%, passing the limit was not always enough; also: strong numbers were not always called active
E-sel inducer = E-selectin induction on HUVECs | P16581 | HUVEC E-selectin immunofluorescence imaging; normalized: neutral wells 0, TNF-alpha wells 100 | activation, % at 7.58 µM | 260,000 compounds, 0.37% hits | AID 686992;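 active = mean E-selectin-positive cell signal at least 10% of the positive control, reached in at least 60% of replicates, without over 20% cell loss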;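 also: in these data hits start at about 27%; measured in HUVEC primary endothelial cells; signal is the percent of cells scored E-selectin positive by PE staining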
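System: HUVEC, human umbilical vein endothelial cells; quantity: 3,000 cells/well; buffer or medium: EGM-2 medium, gelatin-coated wells; dosing: single-point compound dose; detection: immunofluorescence imaging; evaluation: % PE-positive cells; benchmarks: TNF-alpha, DMSO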
ARNT TACC3 PPI = disruptors of human ARNT/TACC3 interaction; Q9Y6A5; AlphaScreen His-ARNT PAS-B/GST-TACC3 binding, luminescence; TACC3 fragment carries E629A point mutation; inhibition, % at 9.99 µM; 390,000 compounds, 0.66% hits; AID 623870;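 active = mean inhibition of replicates at least 50% and at least half of replicates each reaching 50%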;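 also: 0% = complete ARNT plus TACC3 wells and 100% = ARNT alone without TACC3; many hits fall short of the cut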
esBAF inh = inhibitors of esBAF chromatin remodeling in mouse ES cells | Bmi1-luciferase knock-in reporter, 24 h; 100% = twice the neutral-well signal | reporter increase, % at 12.5 µM | 350,000 compounds, 2% hits | AID 602393; in the data active = activation above about 40%;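 also: 0% = median of the plate's neutral control wells and 100% = double that signal; a rise in the Bmi1 reporter signal indicates esBAF inhibition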
RAD52 inh = inhibitors of human RAD52 DNA annealing; P43351; recombinant RAD52 DNA annealing, FRET fluorescence; inhibition, % at 18.7 µM; 360,000 compounds, 0.46% hits;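 active = every replicate showing at least 50% inhibition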
* hit, by the source's call; / = not tested or not shown.

SMILES	RAD54 inh	CASP6 VEID inh	ERp5 inh	PglD inh	E-sel inducer	ARNT TACC3 PPI	esBAF inh	RAD52 inh
CC1(C(=O)NS(=O)(=O)c2ccc(C#N)cc2)CCN1C(=O)C1(c2ccccc2)CC1 (stereo unspecified)	-9	-4	6	4	-0.7	/	2	-1
CCN1[C@@H]2Cn3c(ccc(-c4ccncc4)c3=O)[C@H]1[C@@H](C(=O)NCc1ccccc1)[C@@H]2CO	-8	1	3	1	-0.3	-33	-11	-3
CCCc1c(C(=O)N/N=C/c2ccc(OCc3ccccc3)cc2)nnn1-c1nonc1N	-3	1	8	-4	-0.6	/	-9	-7
COc1ccc2c3c([nH]c2c1)[C@H](CO)N(S(C)(=O)=O)CC31CN(C(=O)Nc2ccccc2)C1	/	1	-8	/	0.6	/	/	6
CC(=O)Nc1ccc(C#Cc2ccc(NC(C)=O)cc2)cc1	-1	/	/	0	/	-5	9	/
Cc1n[nH]c(=O)c2c(NC(=O)CSc3ccccc3F)oc(C)c12	5	0	4	-5	0.1	-10	-4	-8
CCCc1nnc(NC(=O)CCC(=O)N2CCCCC2CC)s1 (stereo unspecified)	-8	/	/	-4	/	-22	-3	/
C[C@H]1CN([C@@H](C)CO)C(=O)c2cc(NC(=O)CCN3CCOCC3)ccc2O[C@@H]1CN(C)Cc1ccc2c(c1)OCO2	-6	1	-1	1	0.0	-4	-3	4
CCOC(=O)[C@]12CCCC=C1N(Cc1ccc3c(c1)OCO3)C(=O)[C@H](CC(=O)NCc1cccc3ccccc13)C2	/	1	-2	/	5.0	/	/	1
CCOC(=O)[C@]12CCC=C1N(Cc1ccccc1)C(=O)[C@H](CC(=O)NCc1cccc3ccccc13)C2	/	0	-3	/	0.3	/	/	-35
CCOc1ccccc1NC(=O)c1cc2ccccc2oc1=O	-2	0	5	-1	3.0	-20	20	-5
O=C(c1ccc(N2CCCCC2)c([N+](=O)[O-])c1)N(c1ccccn1)c1ccccn1	2	-3	5	-2	0.0	10	-3	-2
CCOc1ccc(CC(=O)N2N=C(C)CC2(O)C(F)(F)F)cc1 (stereo unspecified)	/	0	-1	/	/	-2	/	-14
CCOC(=O)N1C2c3ccccc3C(c3ccccc32)N1C(=O)OCC	2	-3	1	-3	-0.1	6	14	1
C/C=C(\C)CN1CCC(Oc2ccc(C(=O)NCc3ccccn3)cc2)CC1	-8	-5	2	0	/	5	-2	-7
CC(=O)N1C[C@@H]2[C@H](c3ccccc31)[C@H](CO)N2S(=O)(=O)c1ccccc1	-19	-1	-1	1	-0.2	-2	3	-6
CCNC(=O)N1CCCC(C(=O)c2ccc(C(F)(F)F)cc2)C1 (stereo unspecified)	-15	-2	3	-4	0.7	-7	11	-6
C[C@H](CO)N1C[C@H](C)[C@H](CN(C)C(=O)[C@@H]2CCCN2C)OCc2ccccc2-c2c(n(C)c3ccccc23)C1=O	12	0	0	0	0.9	-2	7	-9
COc1cc2c(cc1OC)C(COc1ccc(F)cc1)N(C(C)=O)CC2 (stereo unspecified)	6	-2	3	1	0.0	-17	5	-16
O=C(CN1C(=O)S/C(=C/c2ccncc2)C1=O)Nc1ccccc1	-3	0	-3	-2	0.0	4	-9	-42

Some of the entries above in a different format:
C[C@H](CO)N1C[C@H](C)[C@H](CN(C)C(=O)[C@@H]2CCCN2C)OCc2ccccc2-c2c(n(C)c3ccccc23)C1=O
  RAD54 inh = 12
  CASP6 VEID inh = 0
  ERp5 inh = 0
  PglD inh = 0
  E-sel inducer = 0.9
  ARNT TACC3 PPI = -2
  esBAF inh = 7
  RAD52 inh = -9
CCN1[C@@H]2Cn3c(ccc(-c4ccncc4)c3=O)[C@H]1[C@@H](C(=O)NCc1ccccc1)[C@@H]2CO
  RAD54 inh = -8
  CASP6 VEID inh = 1
  ERp5 inh = 3
  PglD inh = 1
  E-sel inducer = -0.3
  ARNT TACC3 PPI = -33
  esBAF inh = -11
  RAD52 inh = -3
CC(=O)N1C[C@@H]2[C@H](c3ccccc31)[C@H](CO)N2S(=O)(=O)c1ccccc1
  RAD54 inh = -19
  CASP6 VEID inh = -1
  ERp5 inh = -1
  PglD inh = 1
  E-sel inducer = -0.2
  ARNT TACC3 PPI = -2
  esBAF inh = 3
  RAD52 inh = -6

(further entries)
SMILES	RAD54 inh	CASP6 VEID inh	ERp5 inh	PglD inh	E-sel inducer	ARNT TACC3 PPI	esBAF inh	RAD52 inh
Cc1ccc(N(C(=O)CNC(=O)c2ccco2)C(C(=O)NC2CCCCC2)c2cccnc2)c(C)c1 (stereo unspecified)	1	4	-1	6	0.1	-4	2	-18
Cc1ccc(C)n1-n1c(C)nc2sc3c(c2c1=O)CCCCC3	7	/	/	0	/	2	0	/
COCCCNC(=O)c1oc2ccc(S(=O)(=O)N3CCOCC3)cc2c1C	-13	1	0	2	-0.3	19	-1	-10
COc1ccc(N2CCN(C(CNC(=O)C3CCCCC3)c3cccnc3)CC2)cc1 (stereo unspecified)	-2	/	/	-7	/	0	6	/
Cc1ccc(C(=O)NC(C(=O)Nc2cccc(S(N)(=O)=O)c2)C(C)C)cc1 (stereo unspecified)	-6	1	1	-2	1.5	9	-5	3
S=C(Nc1cccnc1)Nc1ccccc1Br	6	6	4	0	7.2	-4	/	-3
COc1ccccc1N1CCN(C(=O)CSc2nnnn2C2CC2)CC1	/	-2	4	/	-0.1	-4	6	-3
CC(C(=O)NC1CCCC1)n1c(-c2ccccn2)nc2ccccc21 (stereo unspecified)	/	-1	-2	/	-0.1	/	/	0
C[C@@H]1CCCCO[C@@H](CN(C)C(=O)NC2CCCCC2)[C@H](C)CN([C@@H](C)CO)C(=O)c2cc(NC(=O)CCCCCC(=O)Nc3ccccc3N)ccc2O1	-5	-1	2	-1	-0.2	-3	22	-10
O=C(Nc1nc(-c2ccc3c(c2)OCO3)cs1)c1ccncc1	9	/	/	1	/	28	14	/

Next part, starting with the last five of the part before.
SMILES	RAD54 inh	CASP6 VEID inh	ERp5 inh	PglD inh	E-sel inducer	ARNT TACC3 PPI	esBAF inh	RAD52 inh
S=C(Nc1cccnc1)Nc1ccccc1Br	6	6	4	0	7.2	-4	/	-3
COc1ccccc1N1CCN(C(=O)CSc2nnnn2C2CC2)CC1	/	-2	4	/	-0.1	-4	6	-3
CC(C(=O)NC1CCCC1)n1c(-c2ccccn2)nc2ccccc21 (stereo unspecified)	/	-1	-2	/	-0.1	/	/	0
C[C@@H]1CCCCO[C@@H](CN(C)C(=O)NC2CCCCC2)[C@H](C)CN([C@@H](C)CO)C(=O)c2cc(NC(=O)CCCCCC(=O)Nc3ccccc3N)ccc2O1	-5	-1	2	-1	-0.2	-3	22	-10
O=C(Nc1nc(-c2ccc3c(c2)OCO3)cs1)c1ccncc1	9	/	/	1	/	28	14	/
CN(Cc1ccon1)C(=O)CCc1nnc(CCCCc2ccccc2)o1	-4	1	4	3	/	-11	7	-9
CCCc1cc(=O)oc2cc(C)cc(OCC(=O)NCCCn3ccnc3)c12	5	-2	-6	-7	0.0	0	-5	-12
O=C(CNC(=O)c1ccccc1)NC1(C(=O)NC2CCCC2)CCCCC1	1	/	/	1	/	-7	-13	/
C[C@H]1CN([C@@H](C)CO)C(=O)c2ccccc2-c2ccccc2CO[C@H]1CN(C)C(=O)Nc1cccc(C(F)(F)F)c1	-7	0	-2	-2	-0.2	-7	-6	6
O=C(OCc1ccccc1)c1cc(S(=O)(=O)N2CCCCC2)ccc1N1CCOCC1	-3	4	6	-4	-0.7	-2	7	-18
C[C@@H]1CN([C@@H](C)CO)C(=O)c2cc(C3=CCCCC3)cnc2O[C@@H]1CN(C)CC1CCOCC1	3	1	10	4	-0.1	6	3	4
COc1ccc(-c2[nH]ncc2CN2CCN(C3CCCCC3)C(=O)C2)cc1F	-6	1	-12	0	0.6	6	0	-15
COC(=O)C1=C(NC(=O)C2CCCCC2)CCS1	/	1	-1	/	-1.5	-5	/	-19
COc1ccc2c(c1)-c1nc(/N=C/c3ccccc3O)sc1CC2	16	8	-8	2	/	10	12	-5
CC(=O)Nc1ccccc1NC(=O)c1ccccc1-c1ccccc1	-9	-3	2	-4	/	24	6	-15
O=C(Cn1nnc(-c2ccncc2)n1)N(C1CCCCC1)C1CCCCC1	5	/	/	-2	/	-1	-7	/
CCCCn1c(=O)[nH]c(=O)c2c1nc(-c1ccc(OC)c(Br)c1)n2CC(C)C	-4	1	-8	3	/	/	4	-25
CCCC#Cc1ccc2c(c1)O[C@@H](CN(C)S(=O)(=O)c1cccc(OC)c1)[C@H](C)CN([C@@H](C)CO)S2(=O)=O	-2	-2	2	-2	0.1	5	7	10
O=C(NCc1ccncc1)c1ccc2nc(Cc3ccccc3F)oc2c1	-19	0	8	7	-0.2	0	9	-12
CCOC(=O)Cn1nc(/C=C/c2ccc(C(C)C)cc2)ccc1=O	-4	/	/	-8	/	0	36	/
COc1ccc(NC(=O)Nc2ccc3c(c2)[C@@H]2C[C@@H](CC(=O)N[C@@H](C)c4ccccc4)O[C@H](CO)[C@@H]2O3)cc1	-6	-5	-4	-1	9.4	-18	3	7
OCCNc1ncnc2c1ncn2[C@H]1CN(Cc2ccc(-c3ccccc3)cc2)C[C@@H](CO)O1	-1	0	-8	-2	/	/	4	-4
CC1(C)C(=O)OC(c2ccc([N+](=O)[O-])cc2)C(C)(C)C1=O (stereo unspecified)	-19	-3	1	-5	0.5	2	4	-7
CCOC(=O)/C(C#N)=C1/SC(CC)C(=O)N1c1ccc(Br)cc1 (stereo unspecified)	3	/	/	5	/	-16	5	/
CCN(CC)c1ccc(/C=N/N2C(=O)c3ccccc3C2=O)c(O)c1	2	-2	7	-5	/	-12	/	-21
CN(C)CCNc1ncnc2c1ncn2[C@H]1CN(Cc2ccncc2)C[C@@H](CO)O1	8	-33	-3	1	0.4	/	-2	-4
O=C1C(Cl)=C(N2CCOCC2)C(=O)N1c1ccccc1Cl	-7	2	2	-3	/	2	5	-4
CC1CCN(C(c2nnnn2CCc2ccccc2)C(C)C)CC1 (stereo unspecified)	/	0	-1	/	0.3	2	4	-12
CCOc1ccc(Br)cc1S(=O)(=O)Nc1cccc(S(=O)(=O)N(C)c2ccccc2)c1	-9	-6	2	1	/	-4	/	-22
NNC(=S)Nc1cccc(Cl)c1	-6	0	1	7	/	0	-2	-16
CCN1C[C@@H](C)[C@H](OC)CN(C)C(=O)c2cc(NC(=O)NC(C)C)ccc2OC[C@H]1C	2	1	0	1	0.4	-7	10	14
Cn1cnc(C(=O)NCc2ccccc2)c1C(=O)NCc1ccccc1	7	2	6	-6	-0.2	3	4	-10
C[C@H](CO)N1C[C@H](C)[C@H](CN(C)C(=O)CCCN(C)C)OCCCC[C@H](C)Oc2ccc(NS(=O)(=O)c3ccc(F)cc3)cc2C1=O	5	2	-5	-2	-0.2	-3	4	24
Cc1noc(C)c1COc1ccccc1C(=O)N1CCN(S(=O)(=O)c2ccccc2F)CC1	/	0	-1	/	/	0	-7	0
S=C(NCc1ccco1)Nc1ccccc1Cl	-11	0	5	-1	5.9	5	10	-15
Cc1ccccc1OCCC(=O)OCC(=O)NCCc1ccc(S(N)(=O)=O)cc1	1	-2	-8	5	/	/	1	7
Cc1ccnc(N/C=C(/NC(=O)c2ccccc2)C(=O)N/N=C\c2ccc(F)cc2)n1	1	/	/	2	/	3	-66	/
COc1ccc(F)cc1S(=O)(=O)NCC(c1ccco1)N1CCc2ccccc2C1 (stereo unspecified)	/	3	-2	/	-2.3	-1	/	-33

No enrichment for hits; any-hit rate near 3.2%.
